Screening results as filed in PubChem BioAssay.
Peg3 prom inh = inhibitors of Peg3 promoter. HeLa PEG-Prom luciferase reporter, luminescence, overnight. inhibition, % at 20 µM. 1.7% of 360,000 active;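 active means inhibition of at least 50% at 20 µM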
HIF-2a inh = inhibitors of HIF-2a; 786-0 RCC cells HIF-2a reporter, luciferase luminescence, overnight; inhibition, % at 18.8 µM; 0.72% of 360,000 active;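 active means inhibition of the luminescence signal of 40% or more relative to plate controls, in a single-dose primary screen at 18.75 µM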
Vif imaging = HIV Vif inhibition; HEK293T cells, Vif self-association by quenched fluorescence, imaging, 24 h; inhibition, % at 7.49 µM; 0.35% of 340,000 active; in the data active means inhibition above about 50%, passing the limit was not always enough; further: some results filed as inactive read as strong as hits
Exocytosis inh = lytic granule exocytosis inhibition | TALL-104 LAMP-1 surface exposure, flow cytometry; cells stimulated with thapsigargin and PMA | inhibition, % at 10 µM | 0.66% of 360,000 active;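 active means inhibition above about 55%, limit read from the data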
NR2E3 ag-1 = activates human photoreceptor nuclear receptor NR2E3. Q9Y5X4. GST-NR2E3/biotin-RetCOR TR-FRET, 1536-well. inhibition of corepressor binding, % at 4.78 µM. 0.12% of 320,000 active. AID 2300;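 active means percent inhibition above the cutoff of mean plus 3 SD of all tested compounds, set per screening campaign, cut at about 20% in these data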;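 further: 0% = DMSO wells and 100% = biotin wells as full block of FRET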
Target sequence (Q9Y5X4 whole entry, looked up): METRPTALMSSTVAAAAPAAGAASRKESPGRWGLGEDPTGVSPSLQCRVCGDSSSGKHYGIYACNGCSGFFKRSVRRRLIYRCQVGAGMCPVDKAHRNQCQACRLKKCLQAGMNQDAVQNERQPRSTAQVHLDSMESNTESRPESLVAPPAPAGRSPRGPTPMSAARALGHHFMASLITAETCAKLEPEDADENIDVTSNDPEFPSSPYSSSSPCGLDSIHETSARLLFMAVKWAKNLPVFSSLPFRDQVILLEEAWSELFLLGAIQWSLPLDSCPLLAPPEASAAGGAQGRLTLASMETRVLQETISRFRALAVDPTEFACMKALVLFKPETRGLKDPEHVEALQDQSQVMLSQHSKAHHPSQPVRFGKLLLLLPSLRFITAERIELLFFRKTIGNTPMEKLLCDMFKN
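Material – GST-tagged NR2E3 plus biotinylated RetCOR corepressor · Quantity – NR2E3 fusion 1.35 nM · Times – 5 h incubation at 4 °C · Medium – pH 7.5 Tris-based buffer · Technique – TR-FRET, Eu(K)-anti-GST donor, streptavidin-D2 acceptor, ex 340, em 617/671 nm · Benchmarks – high control biotin, low control 0.6% DMSO · Format – 1536-well plates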
aDG glyco act = alpha-DG glycosylation activation; Pro5-aDG cells, alpha-DG glycosylation AlphaScreen (IIH6); 0% Pro5, 100% B10-LARGE cell signal; activation, % at 10 µM; 0.22% of 360,000 active;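 active means activation of at least 8% versus controls, or a plate z-score of at least 8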;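 further: Pro5 are CHO cells carrying HIG-tagged alpha-DG that lacks glycosylation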
CaV13 ICDI inh = Primary screen for inhibitors of IQ motif and Ca2+-dependent inactivation inhibitor domain binding in CACNA1D, Förster resonance energy transfer in living cells, …; HEK cells, CFP/YFP FRET ICDI-IQ, plate reader, 10 min; percent FRET-ratio fall versus neutral wells; inhibition, % at 12.3 µM; 0.098% of 340,000 active;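 active means mean replicate inhibition of at least 30% and at least 1% of replicates passing that level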;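 further: 0% = median of the neutral control wells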
PDI inh = PDI (human) enzyme inhibition; PDI insulin aggregation turbidity, A650, 90 min; inhibition, % at 10 µM; 0.052% of 350,000 active;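 active means mean inhibition across replicates of 30% or more, whatever share of single replicates reach that level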;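 further: absorbance from insulin aggregation driven by PDI reduction with DTT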
Target sequence (P07237 whole entry, looked up): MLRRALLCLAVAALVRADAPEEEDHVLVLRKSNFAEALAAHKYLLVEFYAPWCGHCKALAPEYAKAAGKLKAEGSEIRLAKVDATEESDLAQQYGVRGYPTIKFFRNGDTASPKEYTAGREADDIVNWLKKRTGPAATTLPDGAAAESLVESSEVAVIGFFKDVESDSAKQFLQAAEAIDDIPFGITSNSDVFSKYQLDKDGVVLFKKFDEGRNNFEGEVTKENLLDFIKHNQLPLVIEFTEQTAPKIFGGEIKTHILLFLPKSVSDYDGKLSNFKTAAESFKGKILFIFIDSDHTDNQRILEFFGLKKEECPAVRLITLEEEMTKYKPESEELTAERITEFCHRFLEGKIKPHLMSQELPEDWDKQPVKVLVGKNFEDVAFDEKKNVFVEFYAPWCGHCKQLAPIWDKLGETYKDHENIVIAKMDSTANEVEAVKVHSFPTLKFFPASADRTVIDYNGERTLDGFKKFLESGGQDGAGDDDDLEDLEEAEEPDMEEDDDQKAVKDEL
NR2E3 ag-2 = activates human NR2E3 receptor; 0.35% of 360,000 active; CHO-S Gal4-NCOR/VP16-NR2E3 two-hybrid, luciferase; inhibition of corepressor binding, % at 3.98 µM; Q9Y5X4; AID 602229;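 active means inhibition above the mean of all tested compounds plus 3 SD, cut at about 70% in these data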;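 further: 0% = DMSO with NR2E3 transfected cells and 100% = cells lacking NR2E3 construct; higher means lower luciferase signal from less NR2E3 corepressor binding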
TRPM1 prom inh = reduces MITF-dependent TRPM1 promoter luciferase signal. SK-MEL-5 TRPM1 promoter luciferase, 24 h. inhibition, % at 12.5 µM. 0.83% of 330,000 active;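 active means mean inhibition across replicates of 60% or more, whatever share of single replicates reaches that level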; further: values of inactives mirror those of a sister screen read the other way
iPSC survival up = hiPSC single-cell survival enhancement; ATPlite luminescence; 100% = ROCK inhibitor wells, 0% = DMSO; survival enhancement, % at 20 µM; 0.044% of 360,000 active; AID 602274; in the data active means survival enhancement above about 18%;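 further: cells exposed to compounds for 16 hours before the ATP read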
Starred values were filed as active, the others as inactive; i = inactive; nt = no result given.

SMILES	Peg3 prom inh	HIF-2a inh	Vif imaging	Exocytosis inh	NR2E3 ag-1	aDG glyco act	CaV13 ICDI inh	PDI inh	NR2E3 ag-2	TRPM1 prom inh	iPSC survival up
CCN(CC)C(=O)CN1CCN(c2ncccn2)CC1	1	-1	19	-4	2	-0.3	-7	-10	-14	8	-1.4
COc1ccc(/C=C/C(=O)OCc2nc3ccccc3c(=O)[nH]2)c(OC)c1	6	18	nt	0	-3	0.2	-5	7	-3	7	-0.5
O=c1cc(-c2ccccc2)oc2ccc(Br)cc12	-277	-307	5	-2	nt	0.1	-9	-2	-43	-47	0.6
CCOC(=O)C1=NN(C(=O)c2ccco2)C2(CC2)C1	9	13	-3	-6	0	-0.1	-2	-2	9	4	-1.8
O=C(c1cc2ncc(Br)cn2n1)N1CCCCC1	-10	-16	5	-1	2	0.0	2	-15	12	8	7.3
O=C(N/N=C/c1ccoc1)c1ccc([N+](=O)[O-])cc1	2	1	1	-1	nt	0.0	-3	6	-19	7	-0.4
Nc1ccc2cc3ccccc3cc2c1	-214	-214	i	3	nt	-0.4	nt	nt	-60	-88	-2.2
COc1ccc(C(=O)C(C)OC(=O)CN2C(=O)c3ccccc3C2=O)cc1 (stereo not given)	3	5	-3	-6	nt	-0.1	-6	-6	5	-2	-0.8
COc1cccc(-c2cc(CNC(=O)[C@H]3O[C@@H](n4ccc(N)nc4=O)[C@H](O)[C@@H]3O)no2)c1	8	4	nt	2	nt	-0.4	-3	nt	7	nt	-2.0
O=C(/C=C/c1ccccc1Cl)OCC(=O)c1ccc[nH]1	-126	-58	-1	-12	2	0.0	-3	-5	18	-14	-0.4
O=C(Nc1ccc(Cl)cc1)C1CCN(C(=O)c2cccs2)CC1	12	16	-11	3	3	0.2	-2	1	1	2	0.1
CC(=O)c1ccc(NC(=O)C(C)Sc2ccccn2)cc1 (stereo not given)	-62	-100	-8	-1	-2	-0.1	-7	-3	-24	-30	-0.1
C[C@H](CO)N1C[C@H](C)[C@H](CN(C)C(=O)OCc2ccccc2)OCc2cnnn2CCCC1=O	6	13	-11	5	nt	0.1	-6	-8	-13	nt	0.9
COc1ccc(NC(=O)NC(=O)c2ccccc2)cc1	-230	-243	-3	-2	6	-0.2	-5	-3	-67	-61	-0.8
Cc1ccc(F)cc1CNC(=O)c1cc(COc2ccc3ncccc3c2)on1	15	10	3	-5	5	8.7*	-4	-4	79*	-6	0.4
COc1ccc(CCC(=O)Nc2ncc(C)s2)cc1OC	5	21	-21	7	-2	0.0	-22	0	-27	-5	-0.4
O=C(COC(=O)c1ccccn1)NCc1ccc(Cl)cc1Cl	12	10	0	-4	2	0.0	-5	-28	7	-4	0.6
COc1ccccc1N1CCN(c2ccc3c(c2)S(=O)(=O)c2cccc(C(=O)NCC4CC4)c2C3=O)CC1	28	-44	nt	-5	nt	-0.3	-7	-1	-6	nt	0.5
COc1cc(NC(=O)c2ccco2)c(OC)cc1NC(=O)CCC(=O)Nc1cccc(C)c1C	8	7	-12	15	-3	0.1	-6	4	-14	8	0.1
COc1ccc(N(C)S(=O)(=O)c2cccc(C(=O)NC3=NCCS3)c2)cc1	11	3	-6	-1	2	-0.1	-6	11	-28	-4	-0.1
CCCCN(CC)CCCNC(=O)c1cn(-c2ccc(OC)cc2)c(=O)c2ccccc12	10	4	nt	11	-3	0.0	-3	-5	-25	-4	-0.4
CC(=C/C(=O)O)/C=C/c1ccc(Cl)o1	-3	3	13	-2	0	-0.4	0	7	-23	5	-1.6
Cc1cc(C(=O)Nc2nnc(C(F)(F)F)s2)no1	-15	-38	nt	-1	3	0.0	-7	11	-25	-11	0.0
C[C@@H]1CN([C@H](C)CO)C(=O)c2c(c3ccccc3n2C)-c2ccccc2CO[C@H]1CN(C)C(=O)Nc1ccccc1	13	10	-1	6	nt	0.0	-3	15	-13	nt	-0.9
C=CCN1CCN(c2ccncc2S(=O)(=O)N2CCOCC2)CC1	2	7	13	-3	0	0.0	-7	18	-14	6	0.0
(cont.)
SMILES	Peg3 prom inh	HIF-2a inh	Vif imaging	Exocytosis inh	NR2E3 ag-1	aDG glyco act	CaV13 ICDI inh	PDI inh	NR2E3 ag-2	TRPM1 prom inh	iPSC survival up
CC(=O)Nc1sc(N/N=C\c2ccccc2Cl)nc1-c1cccs1	-151	0	-1	2	-2	0.0	-2	2	-3	14	-0.8
Cc1nn(-c2ccc(F)cc2)c2nc(N)c(C#N)c(-c3ccc(O)c(O)c3)c12	41	24	2	5	nt	-0.1	-1	-4	-23	21	1.9
Cc1ccc(NC(=O)c2cc(-c3ccc(C)o3)nc3ccccc23)cc1	-3	-19	-3	84*	-2	-0.1	-6	25	3	-3	-1.0
COc1ccccc1NC(=O)c1cc(S(=O)(=O)NCc2ccccc2)ccc1F	22	6	0	7	3	0.0	8	-9	-12	-17	0.5
C=CCc1c(C)nc(SCCC)[nH]c1=O	11	10	35	-3	3	-0.2	-9	15	-1	6	0.2
Cc1nc(SCC(=O)NCc2ccccc2)c2c(=O)n(C)c(=O)n(C)c2n1	17	12	-8	1	0	-0.3	-6	nt	-29	0	-2.9
CCc1ccc(-c2cc(C)no2)cc1S(=O)(=O)N1CCC(C)CC1	13	14	-3	2	3	-0.1	-2	5	-9	22	-0.5
CCC1CCCCN1CCCNC(=O)CNC(=O)c1nn(-c2ccc(OC)cc2)c(=O)c2ccccc12 (stereo not given)	3	1	-5	-5	1	-0.2	-2	-8	-8	-3	-0.7
COc1ccc(/C=N/NC(=O)C(O)(c2ccccc2)c2ccccc2)cc1OC	-79	7	9	-4	3	-0.1	-3	4	16	-9	3.1
COc1ccccc1/C=C/C(=O)Nc1cccnc1Cl	-204	-240	-2	-2	1	-0.1	-10	6	-28	-66	-0.6
CCOC(=O)c1sc(NC(=O)C2CC(=O)N(c3ccccc3OC)C2)nc1C (stereo not given)	5	6	15	-5	-2	-0.2	-6	4	-5	nt	0.9
COc1cccc(NC(=O)NC2(C(=O)N3CCC(O)CC3)CCCCC2)c1	5	-1	-22	0	3	0.1	-3	0	-39	-4	-0.3
CC(C)[C@H]1COCCS(=O)(=O)N1Cc1ccccc1-c1ccc(C(C)(C)C)cc1	18	-7	-3	0	nt	0.0	-5	1	-7	-3	-0.3
C=CCc1cccc(/C=N/NC(=O)c2ccccc2OC)c1O	-77	-209	-4	-3	2	0.9	-2	-2	-56	-8	-0.4
CCOC(=O)C1Nc2ccc(Br)cc2C2C=CCC12 (stereo not given)	5	12	-1	5	3	0.2	-22	2	-9	16	-0.3
Cc1ccc(NC(=O)COc2ccc(C3SCCS3)cc2)cc1	-11	-21	-1	2	-1	-0.2	-4	17	-5	-2	0.9
COc1ccccc1NS(=O)(=O)c1ccc(O)c(C(=O)OCC(=O)N2CCc3ccccc32)c1	15	8	-1	-4	5	-0.1	-3	3	-4	7	-0.6
Cc1ccc2[nH]c(SCC(=O)N3CCOCC3)nc2c1C	-166	-168	-4	0	2	0.0	-5	2	-51	-18	-1.1
CC(=O)COc1ccc2c(C)c(-c3ccccc3)c(=O)oc2c1	-198	-247	3	-3	3	0.1	4	1	-58	-71	0.3
CCOC(=O)C1CCCN(C(=O)C2(c3ccc(Cl)cc3)CCCC2)CC1 (stereo not given)	23	0	-7	-4	nt	0.0	-6	-6	-10	nt	0.3
COc1ccccc1NC(=O)C1=C(C)Nc2nc3ccccc3n2C1c1cccs1 (stereo not given)	35	21	-1	-5	0	-0.1	-5	-16	-37	18	0.4
C=CCn1c(SCC(=O)Nc2cc(C)on2)nnc1C1COc2ccccc2O1 (stereo not given)	10	11	-4	-2	6	-0.1	-4	7	-6	-1	-0.5
CCOC(=O)[C@H]1[C@H]2COc3ccc(OC)cc3[C@@H]2N2C(=O)CN(Cc3ccc(C)cc3)C(=O)[C@@]12C	-5	14	2	-1	-5	-0.4	-12	-1	-18	5	-1.1
CN(C)CCNC(=O)/C(=C/c1cccc([N+](=O)[O-])c1)NC(=O)c1ccccc1	7	12	-4	-5	0	-0.1	-3	0	-13	-9	2.8
O=C(N=C1SCC(=O)N1c1ccccc1)c1ccco1	-257	-192	-3	0	-2	0.1	-5	-1	-92	-46	1.4
The list continues.
SMILES	Peg3 prom inh	HIF-2a inh	Vif imaging	Exocytosis inh	NR2E3 ag-1	aDG glyco act	CaV13 ICDI inh	PDI inh	NR2E3 ag-2	TRPM1 prom inh	iPSC survival up
O=C(O)c1cc(-c2ccccc2)nn1CC1CC(c2cccnc2)=NO1 (stereo not given)	-3	7	24	4	1	-0.2	-5	1	-28	6	4.7
CCOC(=O)C1=C(c2ccccc2)NC(SCC)=C(C#N)C1c1cccnc1 (stereo not given)	20	12	-7	-1	-1	0.3	nt	11	-14	13	0.4
O=C(c1cccc([N+](=O)[O-])c1)c1ccccn1	-14	-26	8	-1	0	0.0	-12	1	-27	-13	-0.2
COc1ccc(CCNC(=O)C2CCCN(S(=O)(=O)c3ccc(OC)cc3)C2)cc1 (stereo not given)	9	14	-3	8	-1	0.5	-8	0	-2	11	0.9
CCC(=O)N1CCc2cc(S(=O)(=O)NCCC(=O)N3CCc4ccccc4C3)ccc21	4	18	-22	-8	1	2.0	-5	2	30	5	1.4
COC(=O)C1N[C@@H]([C@@H](NC(=O)COc2ccccc2)C(=O)NCc2ccsc2)SC1(C)C (stereo not given in full)	-8	2	nt	-2	1	-0.1	-5	-1	-11	-9	-0.8
COc1ccc(Cc2c(-c3ccc(OC)c(OC)c3)nc3cc(C)c(Br)c(C)n23)c(C)c1	nt	-41	nt	-9	nt	-0.3	-9	nt	-17	nt	0.4
CCOC(=O)/C(C#N)=N/Nc1c(S(=O)(=O)Cc2ccco2)csc1C(=O)OC	5	10	1	1	-2	0.0	-5	-1	-26	1	-0.8
CC(=O)c1cccc(N(CC(=O)NC2CCCC2)C(=O)c2csnn2)c1	-7	13	6	1	0	0.1	-3	-1	-34	1	0.5
Clc1cccc(OCCN2CCCC2)c1	3	7	2	-6	-3	-0.1	-19	-6	24	6	-0.2
COCC1CCCN(C(=O)c2ccc3nc(Cc4cccc(Cl)c4)oc3c2)C1 (stereo not given)	-259	-190	-6	4	-3	0.5	-7	8	-75	-54	-0.4
CC(C)(C)CN1CCNC(=O)C1CC(=O)NCCc1ccccc1C(F)(F)F (stereo not given)	3	5	2	0	5	-0.4	-7	-7	8	nt	-0.2

Ordered by number of heavy atoms (low to high): part of the list above
SMILES	Peg3 prom inh	HIF-2a inh	Vif imaging	Exocytosis inh	NR2E3 ag-1	aDG glyco act	CaV13 ICDI inh	PDI inh	NR2E3 ag-2	TRPM1 prom inh	iPSC survival up
O=C(c1cccc([N+](=O)[O-])c1)c1ccccn1	-14	-26	8	-1	0	0.0	-12	1	-27	-13	-0.2
O=C(O)c1cc(-c2ccccc2)nn1CC1CC(c2cccnc2)=NO1 (stereo not given)	-3	7	24	4	1	-0.2	-5	1	-28	6	4.7
CC(C)(C)CN1CCNC(=O)C1CC(=O)NCCc1ccccc1C(F)(F)F (stereo not given)	3	5	2	0	5	-0.4	-7	-7	8	nt	-0.2
CCC(=O)N1CCc2cc(S(=O)(=O)NCCC(=O)N3CCc4ccccc4C3)ccc21	4	18	-22	-8	1	2.0	-5	2	30	5	1.4
COC(=O)C1N[C@@H]([C@@H](NC(=O)COc2ccccc2)C(=O)NCc2ccsc2)SC1(C)C (stereo not given in full)	-8	2	nt	-2	1	-0.1	-5	-1	-11	-9	-0.8
